High-throughput results: PubChem BioAssay, National Center for Advancing Translational Sciences (NCATS)
BRCA1 expr act: increases BRCA1 expression. MCF7-BRCA1-FFLuc reporter, luminescence, 48 h; response scale: scaled: vehicle 0%, 10 µM genistein 100%. AID 624202. Potency, µM (titrated, usually from 46.1 µM), without a hit: top-dose activation, most hits filed as activators. 380,000 tested, 1.1% active; also: nearly all actives have a fitted effect of over 80% in size; some results filed as inactive show a strong effect at the top dose
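Activators of BRCA1 expression were detected as increased firefly luciferase luminescence in engineered MCF7 cells after 48 h compound incubation. Signals were scaled to genistein 10 microM as full activation.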
p53 reactivator: restores transcriptional activity of mutant p53; H1299 p53-A138V BP100-luciferase reporter, luminescence, 24 h; Potency, µM (doses to about 92.2 µM), inactives show at the top dose activity change, positive = activation, usual class: activators; 320,000 tested, 0.063% active; AID 504706; also: % of control where 0% means no effect; nearly all actives have a fitted effect of over 45% in size
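H1299 (p53-null), stable ts p53-A138V + BP100-Luc; 1000 cells/well, Opti-MEM/10% FBS; cpd 4 pt, 1:5; 24 h, 37 deg C, 5% CO2; detection reagent 10 min RT; luminescence.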
uPA surface inh: blocks generation of uPA at the cell surface; cell surface uPA generation assay, qHTS; Potency, µM (doses to about 38.3 µM), inactives show at the top dose activity change, negative = inhibition, actives largely listed as inhibitors; 330,000 tested, 0.31% active; AID 540303; active = well fitted inhibition curve with a large enough effect; inconclusive = small, poorly fitted or top-dose-only effect; inactive = no such curve, though single readings can be large or run the other way; tested in mouse RAW 264.7 cells; also: % is scaled to controls: 0 for no effect and ±100 for the full control effect; nearly all actives have a fitted effect of over 55% in size
MBNL1 CUG block: blocks human MBNL1 binding to CUG repeat RNA; Q9NR56; TR-FRET MBNL1-His/biotin-(CUG)12 binding, 665/545 ratio; Potency, µM (titrated, usually from 57.5 µM), for the others: at the top dose activity change, negative = inhibition, usual class: inhibitors; 280,000 tested, 0.036% active; AID 2675; active = well fitted inhibition curve with a large enough effect in the signal ratio, with a control signal flat, not every such curve was filed as active; inconclusive = small, poorly fitted or top-dose-only effect, or effect the other way, or a change in a side signal; inactive = no such curve, though single readings can be large or run the other way; the % refers to the signal ratio; also: % is scaled to controls: 0 for no effect and ±100 for the full control effect
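Compounds (final 92 nM to 58 uM) are added to His-tagged MBNL1 and biotin-(CUG)12, then terbium anti-His antibody and streptavidin-XL665 (5 nM final). After 60 min at room temperature, the 665/545 nm ratio is read.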
ELG1 genotoxic: induces genotoxicity in HEK293T cells with luciferase-tagged ELG1. 330,000 tested, 1.3% active. Potency, µM (highest dose often 46 µM), for inactives: top-dose activity change, positive = activation, hits mostly activators. AID 504466. HEK293T ELG1-luciferase reporter, luminescence, 16 h; also: % of control where 0% means no effect; nearly all actives have a fitted effect of over 60% in size
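Cells (2,000/well) expressing the ELG1-luciferase fusion are dosed by pin tool and kept 16 hr at 37 °C, 5% CO2. Signal comes from ONE-Glo luciferase reagent after 30 min at room temperature.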
Rab9 promoter act: activators of Rab9 promoter | Potency, µM (titrated, usually from 9.22 µM), inactives show at the highest dose activation, negative = inhibition, hits mostly activators | Huh7 Rab9 promoter-luciferase reporter, luminescence, 24 h | AID 485297 | 320,000 tested, 2.8% active; also: % of control where 0% means no effect; nearly all actives have a fitted effect of over 60% in size
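Stable Rab9-luc Huh7, 1500 cells/well, 2 h settle; cmpd in DMSO, 24 h, 37 °C/5% CO2; luciferase reagent 10 min RT; luminescence.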
VP16 counter: Gal4-VP16 reporter inhibition counter-screen | Drosophila S2 Gal4-VP16 UAS-luciferase, luminescence, 20 h | Potency, µM (series often up to 53.6 µM), for the others: top-dose activity, negative = inhibition, most hits filed as inhibitors | 310,000 tested, 3.5% active;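 also: Gal4-VP16 expression switched on by copper sulfate through the metallothionein promoter; % is scaled to controls: 0 for no effect and ±100 for the full control effect; nearly all actives have a fitted effect of over 50% in size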
CXXC DNA block: inhibitors of human MLL CXXC domain-DNA interaction | Q03164 | MLL-CXXC / FITC-HOXA9 DNA fluorescence polarization | Potency, µM (doses to about 115 µM), inactives show at the top dose activity change, negative = inhibition, most hits filed as inhibitors | 290,000 tested, 0.037% active; active = well fitted inhibition curve with a large enough effect in the polarisation, with a control signal flat, not every such curve was filed as active; inconclusive = small, poorly fitted or top-dose-only effect, or effect the other way, or a change in a side signal; inactive = no such curve, though single readings can be large or run the other way; the % refers to the polarisation
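Fluorescence polarization: 7 uM MLL-CXXC (stock) preincubated 5 min with compounds, then 50 nM fluorescein-HOX-A9 DNA (stock) added; 30 min ambient. Buffer 50 mM Tris-HCl pH 7.5, 50 mM NaCl, 1 mM DTT, 0.05% BSA.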
FLuc counter: counter-screen for miR-21 project: firefly luciferase inhibitors or activators; purified FLuc, Km substrates, luminescence inhibition; 360,000 tested, 6.9% active; Potency, µM (titrated, usually from 57.5 µM), for inactives: top-dose activity change, negative = inhibition, usual class: inhibitors; P08659;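 also: plate controls were vehicle for no effect and reference inhibitor for full effect; nearly all actives have a fitted effect of over 55% in size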
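Biochemical qHTS of compounds, final roughly 60 µM downward over six points, against 10 nM purified firefly luciferase using Km concentrations of substrates (10 uM D-luciferin, 10 uM ATP) in Tris acetate pH 7.5 buffer; luminescence output.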
RORgamma inh: inhibitors of mouse ROR gamma transcriptional activity; P51450; AID 2551; Potency, µM (top dose mostly 53.6 µM), for inactives: at the top dose activity change, negative = inhibition, usual class: inhibitors; 310,000 tested, 5.4% active; Drosophila S2 Gal4-RORgamma UAS-luciferase reporter, 20 h; also: % is scaled to controls: 0 for no effect and ±100 for the full control effect; nearly all actives have a fitted effect of over 60% in size
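Stable Schneider cell line, Gal4 DNA-binding domain fused to ROR gamma, UAS-luciferase. Cmpd 1 hr RT → CuSO4 700 uM final → 20 hr RT → luciferase reagent 10 min → luminescence.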
NPC1 prom act: activates the NPC1 promoter; Huh7 NPC1 promoter luciferase reporter, 24 h; Potency, µM (series often up to 9.22 µM), without a hit: at the highest dose activation, usual class: activators; 320,000 tested, 2.4% active; AID 485313;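 also: % of control where 0% means no effect; nearly all actives have a fitted effect of over 60% in size; reporter is driven by a mutant NPC1 promoter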
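Cells: Huh7 expressing luciferase under the NPC1 promoter, 1500/well. Seeded 2 h, compound added, incubated 24 h at 37 °C. Luciferase reagent, 10 min ambient, then luminescence.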
* marks the source's active call; other numbers are inactive results; ? = inconclusive; . = no result given; [ ] = remark or other dose. Unless noted, calls follow the shape of the dose curve; as a rule, active = well fitted curve in the direction sought with a large enough effect; inconclusive = small, poorly fitted or top-dose-only effect, or another doubt; inactive = no such curve, though single readings can be large; an effect the other way counts as inactive or inconclusive. Potency is read from the fitted curve at half-maximal effect. A portion of the library. The share of hits here may be higher or lower than overall.

SMILES	BRCA1 expr act	p53 reactivator	uPA surface inh	MBNL1 CUG block	ELG1 genotoxic	Rab9 promoter act	VP16 counter	CXXC DNA block	FLuc counter	RORgamma inh	NPC1 prom act
C=CCC1NS(=O)(=O)OCC1C(C)C (stereo not drawn)	12%	6%	8%	-7%	2%	-3%	-2%	4%	1%	7%	-6%
O=C1NC(=O)/C(=C/c2ccccc2Cl)N1	7%	0%	-1%	?	0%	-3%	-20%	3%	?	-5%	2%
COc1cc(-c2ccc(NC(=O)NC3CC3)c(OC)c2)ccc1NC(=O)NC1CC1	.	0%	.	2%	-9%	3%	?	4%	-9%	?	1%
O=C(CSc1ccc(Cl)cc1)Nc1nnc(-c2cccc([N+](=O)[O-])c2)s1	-15%	-1%	-6%	?	-5%	2%	?	-1%	1%	10µM*	-6%
O=C(COC(=O)c1nc(Cl)ccc1Cl)NC(=O)c1ccccc1	19%	23%	-4%	6%	4%	-1%	3%	5%	-7%	7%	-2%
COc1ccc(N2CCN(Cc3cc(=O)c(OCC(=O)Nc4ccccc4)co3)CC2)cc1	-9%	-2%	-1%	.	-6%	0%	.	.	2%	.	-7%
O=C1Nc2ccccc2C12OCCCCO2	-14%	-5%	-1%	3%	1%	-6%	-3%	-1%	4%	1%	-2%
COc1cccc(C2CC(=O)N3CN(c4cccc(Cl)c4C)CSC3=C2C#N)c1OC (stereo not drawn)	17%	-4%	-6%	-5%	0%	-5%	-9%	5%	?	17%	1%
Cc1ccc2nc3sc(C(=O)NCc4ccco4)c(N)c3cc2c1	?	?	-1%	27%	9.2µM*	2µM*	-17%	?	0.85µM*	?	?
Cn1c(CCNC(=O)c2ccco2)nc2cc(NC(=O)c3ccccc3)ccc21	?	4%	-5%	16%	15%	?	-10%	15%	17µM*	1%	?
COCCNC(=O)c1cc2cc(Cl)cc(Cl)c2oc1=O	-10%	8%	2%	?	2%	-1%	-5%	-2%	-1%	-8%	0%
Cc1ccc(-c2ccc(C(=O)O)[nH]2)cc1	?	11%	-3%	4%	15%	0%	-23%	7%	19µM*	0%	0%
O=C(Nc1ccccc1)N1CCC(O)(c2cccc(C(F)(F)F)c2)CC1	-16%	1%	-2%	6%	-5%	2%	1%	-12%	-2%	?	-4%
Cc1cc(S(=O)(=O)Nc2cccc([N+](=O)[O-])c2)c(C)s1	4%	-1%	-2%	?	-4%	-4%	-7%	17%	1%	-2%	0%
c1ccc(-c2cn(C[C@H]3CC[C@@H]([C@@H]4CC[C@H](Cn5cc(-c6ccccn6)nn5)O4)O3)nn2)nc1	-19%	.	-4%	-7%	-1%	0%	-2%	-4%	-3%	-6%	1%
CNc1nc(C)c(C(C)=O)cc1C#N	-8%	-2%	-1%	-1%	8%	-6%	-7%	-1%	-1%	10%	0%
O=C(Cc1ccc(Cl)cc1)N1CCN(c2ccccc2)CC1	32%	3%	4%	68%[activator]	2%	-1%	7%	-6%	-8%	4%	12%
COc1ccc(N2CCN(CCNS(=O)(=O)c3cccc4nsnc34)CC2)cc1	-27%	-1%	-1%	?	-11%	-1%	-5%	-3%	0%	5%	-4%
CC1CCC(NC(=O)c2ccc(-n3cncn3)c([N+](=O)[O-])c2)CC1 (stereo not drawn)	82%	?	-16%	.	6%	22%	.	.	?	.	10%
CC1=CN2C(=N)/C(=C/c3ccc(C)o3)C(=O)N=C2S1	?	81%	10%	?	?	0.79µM*	10µM*	6%	1.2µM*	1.4µM*	1.6µM*
O=C(CCC1CCCCC1)NCCN1C2=NC[C@H](Cc3ccc(O)cc3)N2C[C@H]1Cc1ccc(O)cc1	-4%	0%	-9%	-12%	2%	9%	-9%	-8%	1%	20%	0%
CN(C)c1ccc2c(c1)OC(N)=C(C#N)C2c1cccc(F)c1 (stereo not drawn)	?	14%	.	?	?	-26%	-10%	43%[activator]	-8%	3%	-7%
Cc1cc(C(=O)OCC(=O)NC2CC2)ccc1[N+](=O)[O-]	-15%	14%	1%	.	-1%	0%	.	.	4%	.	-4%
CCOc1ccccc1C(=O)Nc1ccc(S(=O)(=O)Nc2nccc(C)n2)cc1	-38%	.	-6%	-2%	5%	-7%	8%	-14%	0%	-2%	0%
CCOc1ccc2nc(SCC(=O)Nc3ccc(S(=O)(=O)N4CCCC4)cc3)c(C)cc2c1	9%	3%	?	15%	4%	-3%	-4%	5%	3%	36%	13%
SMILES	BRCA1 expr act	p53 reactivator	uPA surface inh	MBNL1 CUG block	ELG1 genotoxic	Rab9 promoter act	VP16 counter	CXXC DNA block	FLuc counter	RORgamma inh	NPC1 prom act
O=C(NCCc1ccccc1)C1CCC(Cn2c(=O)c3ccccc3n(Cc3cccnc3)c2=O)CC1 (stereo not drawn)	-56%	-9%	1%	.	-10%	-6%	5%	11%	-8%	?	-2%
CCCCCCC1(C)NC(=S)N(c2ccccc2)N1 (stereo not drawn)	0%	5%	6%	-4%	10%	-1%	-3%	0%	3%	7.1µM*	7%
CCN(CC)c1ccc(/C=N/NC(=O)Cc2cccs2)cc1	51%	?	-6%	21%	3%	-3%	-5%	-8%	27µM*	7%	12%
COc1ccccc1NC1CCCCC1NS(=O)(=O)c1ccc(C)cc1 (stereo not drawn)	-23%	9%	2%	-7%	-1%	-8%	6%	-13%	1%	-15%	-3%
CC(NC(=O)NNC(=O)c1ccncc1)(C(F)(F)F)C(F)(F)F	2%	7%	7%	0%	0%	0%	1%	2%	-2%	-2%	0%
c1ccc(-c2noc(C3CCC3)n2)nc1	76%	4%	-2%	-4%	10%	27%	16%	17%	-19%	5%	22%
COc1cc(-c2nnc(COC(=O)CSCC(=O)Nc3cc(C)on3)o2)cc(OC)c1OC	-6%	-1%	3%	.	1%	0%	.	.	2%	.	-2%
O=C1N=C(N2CCOCC2)S/C1=C/c1ccc(-c2ccc(F)cc2)o1	0%	-7%	-5%	51%[activator]	0%	-7%	-3%	-1%	?	-1%	-3%
CCCCc1cc(=O)oc2cc(C)cc(OCC(=O)NCc3ccccn3)c12	-33%	-8%	4%	0%	-3%	0%	7%	5%	-2%	-1%	0%
Cc1cccc(-n2c(C)cc(/C=N\NC(=O)c3cccs3)c2C)c1	98%	?	?	7%	?	?	?	13%	1.2µM*	10µM*	?
COc1ccc(N(C(=O)c2snc(C(N)=O)c2N)C(C(=O)NCC2CCCO2)c2ccc(C)o2)cc1OC (stereo not drawn)	-38%	1%	1%	?	0%	3%	8%	-6%	-6%	13%	-4%
COCCNC(=O)c1cn(C)c2ccc(S(=O)(=O)N(C)C3CCCCC3)cc2c1=O	-21%	-1%	0%	-2%	0%	2%	-7%	13%	9%	20%	-2%
NC(=O)c1ccc(NC(=O)COC(=O)C2CC(=O)N(Cc3ccccc3)C2)cc1 (stereo not drawn)	1%	0%	0%	.	-1%	-1%	2%	-1%	0%	-15%	7%
COc1ccc(C2/C(=C(/O)c3ccc(OC(C)C)cc3)C(=O)C(=O)N2CCCN2CCOCC2)cc1 (stereo not drawn)	2%	11%	-3%	13%	-4%	-10%	0%	1%	-5%	2%	-1%
Cc1ccc(-n2cc(C(=O)c3ccc(F)cc3)nn2)cc1Cl	?	?	-7%	?	?	0.5µM*	-2%	-15%	0.24µM*	-20%	0.5µM*
c1ccc(-c2nc(CSc3nnc(-c4cccs4)o3)cs2)cc1	7%	?	3%	-8%	0%	-3%	-14%	6%	-9%	-4%	5%
CCO[C@@H]1OC(C(=O)N2CCN(Cc3ccc4c(c3)OCO4)CC2)=C[C@H](C2CCCCC2)[C@H]1CCCO	-19%	-8%	1%	-3%	-20%	-3%	-13%	-5%	2%	14%	-11%
CCN1CCN(Cc2ccc(NC(=O)c3cc(NC(=O)c4nccnc4N)cc(OC)c3)cc2C(F)(F)F)CC1	-1%	7%	-2%	4%	-6%	-3%	3%	7%	13µM*	-41%	0%
O=S(=O)(Nc1cccnc1)c1cccc(C(F)(F)F)c1	0%	-10%	1%	-1%	-8%	-1%	-7%	-4%	0%	-9%	-3%
CCCC(CCC)C(=O)NC1CCN(Cc2ccccc2)CC1	0%	5%	0%	4%	-5%	-6%	-3%	2%	-3%	7%	2%
O=C(O)c1ccccc1C(=O)Nc1n[nH]c(=S)s1	7%	-10%	2%	-1%	-6%	0%	-4%	1%	?	-11%	-2%
